Compound activity (PubChem BioAssay)
hIAP activ: human IAP activation | P09923 | purified human IAP, CDP-Star luminescence, 30 min; active compounds read high; 1 = vehicle-only enzyme, 0 = enzyme-free background | activation factor at 10 µM | hit rate 0.16% among 330,000;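 active = activation factor of the enzyme at least 2-fold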; also: the source names both 10 and 20 µM as test concentration; values of inactives mirror those of a sister screen read the other way
ATG4B inhibitor: inhibitors of human ATG4B cysteine protease | inhibition, % at 8.33 µM | ATG4B cleavage of LC3-PLA2, NBD-HPC fluorescence, 1 h | hit rate 0.51% among 340,000; in the data active = inhibition above about 40%
PfGluPho inh: PfG6PD (Plasmodium falciparum) enzyme inhibition; PfGluPho enzyme, NADPH resazurin-diaphorase fluorescence; inhibition, % at 20 µM; hit rate 0.78% among 350,000;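 active = inhibition reaching at least a set limit at 20 µM in the primary screen, cut at about 59% in these data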;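 also: 0% = DMSO wells with substrate and 100% = DMSO wells lacking glucose-6-phosphate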
APOBEC3A inh: blocks human APOBEC3A ssDNA deamination. AID 493011. hit rate 0.41% among 330,000. inhibition, % at 20 µM. P31941. recombinant A3A, FAM/TAMRA ssDNA deamination fluorescence;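 active = at least 40% inhibition at 20 µM here, with at most 30% in a related deaminase screen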;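 also: plate controls were A3A with DMSO for no effect and wells lacking A3A enzyme for full effect; some results filed as inactive read as strong as hits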
mIAP act: mouse IAP activation; muIAP, CDP-Star luminescence, 30 min; active compounds read high; 1 = vehicle-only enzyme signal, 0 = enzyme-free wells; activation factor at 10 µM; hit rate 0.24% among 330,000; AID 2805;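 active = activation factor of at least 2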; also: the source names both 10 and 20 µM as test concentration; values of inactives mirror those of a sister screen read the other way
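Assay system: mouse IAP enzyme / Compound: DMSO-dissolved test compounds / Timing: 30 min, room temperature / Measured by: luminescence from enzymatic CDP-Star hydrolysis / Control set: DMSO-only wells, enzyme-free buffer wells as negative control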
HKDC1 inh: blocks human hexokinase HKDC1 activity | recombinant HKDC1, G6PDH/diaphorase resazurin coupled fluorescence | inhibition, % at 20 µM | AID 493160 | hit rate 0.16% among 340,000;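 active = inhibition above about 35% when tested at 20 µM, limit read from the data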;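 also: plate controls were DMSO wells with enzyme for no effect and DMSO wells lacking enzyme for full effect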
Target sequence (Q2TB90 whole entry, looked up): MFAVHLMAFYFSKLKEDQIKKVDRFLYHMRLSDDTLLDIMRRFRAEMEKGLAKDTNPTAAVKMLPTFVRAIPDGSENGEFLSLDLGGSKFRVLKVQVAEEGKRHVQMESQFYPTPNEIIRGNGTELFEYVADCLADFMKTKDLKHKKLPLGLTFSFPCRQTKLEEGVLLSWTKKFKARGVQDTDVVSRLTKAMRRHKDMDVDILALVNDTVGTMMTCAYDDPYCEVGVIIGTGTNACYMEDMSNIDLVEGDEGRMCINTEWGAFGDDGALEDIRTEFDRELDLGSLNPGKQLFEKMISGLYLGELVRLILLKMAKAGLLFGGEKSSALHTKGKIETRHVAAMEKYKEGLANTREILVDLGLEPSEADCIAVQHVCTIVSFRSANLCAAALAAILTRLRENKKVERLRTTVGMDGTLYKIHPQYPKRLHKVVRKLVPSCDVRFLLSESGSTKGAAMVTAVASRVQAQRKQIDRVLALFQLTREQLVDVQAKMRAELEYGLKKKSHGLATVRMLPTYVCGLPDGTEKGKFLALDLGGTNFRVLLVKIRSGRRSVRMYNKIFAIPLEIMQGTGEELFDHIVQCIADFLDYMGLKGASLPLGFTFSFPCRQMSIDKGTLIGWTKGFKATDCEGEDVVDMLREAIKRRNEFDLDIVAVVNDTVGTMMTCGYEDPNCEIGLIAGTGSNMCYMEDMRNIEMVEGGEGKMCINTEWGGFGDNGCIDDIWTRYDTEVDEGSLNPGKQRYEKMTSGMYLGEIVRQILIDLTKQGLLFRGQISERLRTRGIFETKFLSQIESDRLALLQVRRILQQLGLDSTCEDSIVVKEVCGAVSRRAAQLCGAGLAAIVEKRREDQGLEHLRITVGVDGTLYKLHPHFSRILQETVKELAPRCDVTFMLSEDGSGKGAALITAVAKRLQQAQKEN
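Assay system – recombinant HKDC1 (HK5) hexokinase enzyme, produced in-house · Input – HKDC1 at 5 µg/mL · Reagent – glucose plus 1 mM ATP as hexokinase substrates · Timing – 90 min reaction incubation at room temperature, dark · Measured by – G6PDH/diaphorase-coupled fluorescence, 1 mM NADP, 100 µM resazurin, 525/613 nm · Benchmarks – DMSO-enzyme wells negative, buffer-substituted wells positive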
mIAP block: blocks mouse intestinal alkaline phosphatase; AID 2806; inhibition, % at 10 µM; hit rate 0.2% among 330,000; purified mouse IAP, CDP-Star luminescence, 30 min;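 active = inhibition of at least 40% at 10 µM in the primary screen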;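 also: plate controls were DMSO with enzyme for no effect and no enzyme wells for full effect; values of inactives mirror those of a sister screen read the other way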
hIAP block: human IAP inhibition. P09923. purified IAP, CDP-Star luminescence, 30 min. inhibition, % at 10 µM. hit rate 0.12% among 330,000;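 active = inhibition reaching a set limit with compound at 10 µM in the primary screen, cut at about 35% in these data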;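 also: plate controls were DMSO wells with enzyme for no effect and no-enzyme buffer wells for full effect; values of inactives mirror those of a sister screen read the other way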
* marks the source's active call; other numbers are inactive results; . = no result given.

#	hIAP activ	ATG4B inhibitor	PfGluPho inh	APOBEC3A inh	mIAP act	HKDC1 inh	mIAP block	hIAP block	Structure
1	1	-4	-8	-1	0.93	-2	7	-2	COc1ccccc1N(C)S(=O)(=O)c1ccc(C(=O)OCC(=O)N2CCC2)cc1
2	1.5	-7	1	1	0.95	-1	5	-52	COc1ccc2oc(C(=O)NNC(=O)c3ccc(F)cc3)c(C)c2c1
3	1.2	-2	-13	6	0.96	-2	4	-18	CC(C)n1c(SCC(=O)Nc2nc3ccccc3s2)nc2c1c(=O)n(C)c(=O)n2C
4	0.83	-8	8	0	0.95	-10	5	17	Cc1cccc(C)c1NC(=S)N(Cc1ccco1)C1CCN(C(C)C)CC1
5	1.1	7	-17	-3	0.94	1	6	-8	Cc1ccc(C2/C(=C(\O)c3ccc4c(c3)OCCO4)C(=O)C(=O)N2CC2CCCO2)cc1 (stereo not given)
6	0.94	-7	-4	4	1	-2	-2	6	COC(=O)c1ccc(NC(=O)C23CCC(C)(C(=O)O2)C3(C)C)cc1 (stereo not given)
7	1	-8	13	-4	0.99	-13	1	0	CCc1c(C)[nH]n(-c2nc(-c3ccccc3)cs2)c1=O
8	1	4	-5	-1	0.88	-3	12	-2	CC(C)(C)N(Cc1ccccc1)C(=O)COC(=O)c1ccc2ccccc2n1
9	0.99	-2	9	1	1.1	8	-8	1	COc1cccc(/C=N/Nc2nc(N3CCCC3)nc(N3CCCC3)n2)c1O
10	1	6	-14	4	0.83	-2	16	-2	COc1cc(/C=C2/SC(=S)N(CC(=O)Nc3cccnc3)C2=O)cc(OC)c1OC
11	0.85	-13	-8	-4	1	-2	-2	15	CCOc1ccccc1CNS(=O)(=O)c1cc(-c2cc(C)no2)ccc1OC
12	0.88	-10	13	0	0.97	-5	3	12	O=C(C[n+]1ccccc1)NNc1ccccc1
13	1.1	-2	6	-2	1	2	-1	-7	COc1ccc(CNC(=O)CCn2nc(C)c3c(C)n(-c4ccccc4)nc3c2=O)c(OC)c1
14	0.74	-2	-6	1	0.94	-1	6	26	CC(C)(C)C(=O)NC1CC2CCCC(C1)N2C(=O)Nc1ccccc1F (stereo not given)
15	0.88	-2	7	-2	1.2	-4	-24	12	O=C(CSc1ccc(F)cc1)Nc1ccc(Br)cc1
16	0.99	-3	-8	-1	0.95	-2	5	1	CC(Sc1nc2ccccc2c(=O)n1C)C(=O)N(C)C1CCCCC1 (stereo not given)
17	0.84	0	-11	-4	0.88	3	12	16	O=C(NCc1ccco1)c1nc2c(nnn2Cc2ccccc2Cl)c(=O)[nH]1
18	0.99	10	12	4	0.95	-7	5	1	CCCNC(=O)c1ccccc1NC(=O)c1ccc(CSc2ccccc2)cc1
19	0.95	7	8	-1	0.99	-3	0	5	CCOc1ccc(NC(=S)N(Cc2ccc(N(C)C)cc2)Cc2ccco2)cc1
20	1.2	-14	-18	-3	1.1	-3	-11	-18	CCn1c(COc2ccc(Cl)cc2)nnc1SCC(=O)Nc1ccc2c(c1)OCCO2
21	1.8	-11	10	1	0.95	1	5	-79	COc1ccc(CC(=O)NNC(=S)Nc2ccccc2)cc1Cl
22	1.4	-3	-2	-5	1.1	-1	-10	-37	Cc1c(Nc2ncccc2C(=O)O)cccc1C(F)(F)F
23	0.93	-2	21	6	0.9	-4	10	7	Nc1cccc(-c2nc3ccccc3s2)c1
24	1.1	3	-12	-3	0.97	-3	3	-12	CCc1ccc(NC(=O)CN(c2cc(C)cc(C)c2)S(=O)(=O)c2c(C)[nH]c(=O)[nH]c2=O)cc1
25	1.1	-13	4	-3	1	-4	-1	-13	Cc1c(NS(=O)(=O)c2cc(C(=O)NCc3cccnc3)cc(Cl)c2Cl)c(=O)n(-c2ccccc2)n1C
26	0.96	3	0	31	0.95	-5	5	4	O=C(COC(=O)c1ccccc1OC(F)F)Nc1ccc2[nH]c(=O)[nH]c2c1
27	1.1	-5	7	-1	0.98	-3	2	-7	Cc1ccc(Nc2c([N+](=O)[O-])c(=O)n(C)c3ccccc23)cc1
28	1.2	-7	7	-2	1	4	-4	-19	O=C(N=C1SC2CS(=O)(=O)CC2N1c1cccc(Cl)c1Cl)C1CC1 (stereo not given)
29	1	-2	-8	-3	1	-1	-5	-4	CCCN1C2CCCC1CC(NC(=O)c1ccc(Br)cc1)C2 (stereo not given)
30	0.97	-5	35	-2	0.91	2	9	2	CCN(CC)C(=O)Cn1cc(S(=O)(=O)CC(=O)Nc2ccc(OC)c(OC)c2)c2ccccc21

Compounds above that have a furan ring, fused or not, in the order listed:
#	hIAP activ	ATG4B inhibitor	PfGluPho inh	APOBEC3A inh	mIAP act	HKDC1 inh	mIAP block	hIAP block	Structure
2	1.5	-7	1	1	0.95	-1	5	-52	COc1ccc2oc(C(=O)NNC(=O)c3ccc(F)cc3)c(C)c2c1
4	0.83	-8	8	0	0.95	-10	5	17	Cc1cccc(C)c1NC(=S)N(Cc1ccco1)C1CCN(C(C)C)CC1
17	0.84	0	-11	-4	0.88	3	12	16	O=C(NCc1ccco1)c1nc2c(nnn2Cc2ccccc2Cl)c(=O)[nH]1
19	0.95	7	8	-1	0.99	-3	0	5	CCOc1ccc(NC(=S)N(Cc2ccc(N(C)C)cc2)Cc2ccco2)cc1

New compounds follow.
#	hIAP activ	ATG4B inhibitor	PfGluPho inh	APOBEC3A inh	mIAP act	HKDC1 inh	mIAP block	hIAP block	Structure
31	1.1	-4	1	1	0.97	-3	3	-9	CC(=O)c1ccc(NC(=O)COC(=O)c2ccc(F)cc2F)cc1
32	1.1	.	.	-1	1	.	0	-6	COc1cccc(C2=CC(c3ccccc3)n3ncnc3N2)c1 (stereo not given)
33	1.1	63*	-15	-5	1	2	-4	-6	O=C(Nc1cccc(Cl)c1N1CCCC1)c1ccco1
34	0.98	7	-9	3	1	-2	0	2	CCOC(=O)C1CCN(S(=O)(=O)c2ccc3[nH]c(=O)c(=O)[nH]c3c2)CC1
35	0.98	7	0	4	0.99	16	1	2	CCCN1C/C(=C/c2ccc3c(c2)OCO3)C(=O)/C(=C/c2ccc3c(c2)OCO3)C1
36	0.87	-15	84*	23	0.93	54*	7	13	CCOC(=O)C(C(=O)OCC)c1cc(Br)c2noc3c2c1C(=O)c1ccccc1-3
37	1	-9	-5	6	1	-6	-1	0	CC(C)(Oc1ccc(Cl)cc1)C(=O)OCC(=O)N1CCCC1
38	1	4	-12	-3	0.91	-2	9	-2	Cc1onc(-c2c(Cl)cccc2Cl)c1C(=O)N1CCOCC1
39	0.9	-5	15	-4	0.88	5	12	10	Cc1cc(C(=O)NC2CC(C)(C)Cc3c2cnn3-c2ccc(F)cc2)no1 (stereo not given)
40	1	-3	-6	-1	1	0	-3	-2	Cc1ccc(OCc2nnc(SCC(=O)O)n2-c2ccccc2)cc1
41	0.99	-11	-2	-1	0.99	-4	1	1	O=C(Cc1c(O)c2ccccc2[nH]c1=O)NC1CCCCCCC1
42	1.2	11	1	-5	1	-6	-3	-25	O=C(N/C(=C/c1ccco1)C(=O)N1CCOCC1)c1ccc([N+](=O)[O-])cc1
43	1.1	-3	-8	0	0.89	-5	11	-5	Cc1nn(CC(=O)Nc2cccc(S(N)(=O)=O)c2)c(C)c1[N+](=O)[O-]
44	1.1	-3	3	-1	1	-7	-4	-7	CN(C)CCCNC1=CC(=O)CC(c2ccccc2)C1 (stereo not given)
45	0.97	-8	-2	-1	0.93	2	7	3	O=C(NCc1ccco1)c1cnn2c(C(F)(F)F)cc(-c3ccco3)nc12
46	0.84	2	-9	-1	1.1	2	-9	16	C=CCOc1nc2sc(C)c(C)c2c(=O)n1-c1ccccc1
47	1.2	-1	-11	-5	0.86	-5	14	-22	COc1ccccc1C(=O)Nc1cc2cc(Cl)ccc2oc1=O
48	0.82	4	-11	-4	0.93	-7	7	18	COc1ccc(N2CCN(C(=O)c3ccc4c(=O)n(Cc5ccc6c(c5)OCO6)c(=O)[nH]c4c3)CC2)cc1
49	1.2	5	1	2	0.68	-5	32	-20	Cc1ccc(NC2Nc3cc(C)nn3S2)c(C)c1 (stereo not given)
50	0.94	-6	8	2	0.94	2	6	6	Cn1ncc(Cl)c1C(=O)Nc1ccc(Cl)cn1
51	0.92	0	-12	-4	1	-2	-3	8	O=C(c1ccco1)N(CCO)Cc1cc2cc3c(cc2[nH]c1=O)OCO3
52	0.83	-5	0	-3	1	-1	-2	17	NC(=O)CC(NC(=O)c1ccccc1)c1ccc(N2CCC(Br)CC2)c([N+](=O)[O-])c1 (stereo not given)
53	0.99	2	-1	-3	1.1	-5	-6	1	Nc1nc(CSc2ncn[nH]2)nc(Nc2ccc(F)cc2)n1
54	0.87	11	-5	0	1	6	-4	13	CC(=O)c1[nH]c(C)c(C(=O)N2CCCC(Nc3cccc(F)c3)C2)c1C (stereo not given)
55	0.81	-2	14	-1	0.99	-6	0	19	C[N+]1(CCN2C(=O)C3CC=C(Cl)CC3C2=O)CCOCC1 (stereo not given)
56	1.1	11	-3	3	1.2	0	-24	-14	CC(C)(CNS(=O)(=O)c1ccc(Br)s1)N1CCOCC1
57	0.96	2	-6	-6	1	2	-5	4	CCc1ncc(C(=O)c2ccc(OC)cc2)n1C
58	1.1	-3	26	-2	1	2	0	-9	CC(C)(C)c1csc(NC(=O)Cn2c(=O)oc3ccccc32)n1
59	0.97	4	3	-1	1	-6	0	3	CC(=O)Nc1ccc(Nc2ncnc3c2nnn3Cc2ccccc2Cl)cc1
60	1.2	-4	5	-2	0.97	-7	3	-16	COc1cc(C(C)=O)ccc1OCC(O)Cn1nc(C)c(Br)c1C (stereo not given)
61	1.1	1	17	-1	1	-5	-4	-11	O=C(NC1CC1)C1CCN(C2CCN(C(=O)CCOc3ccccc3)CC2)CC1
62	0.86	-6	5	3	1.1	-4	-7	14	N#Cc1ccccc1NC(=S)NC(=O)C1CCC1
63	0.9	-7	-2	4	0.97	-10	3	10	Cc1ccc2[nH]c(=O)c(CN(Cc3cccnc3)C(=O)c3ccncc3)cc2c1
64	0.92	-6	5	-3	1	8	-2	8	CCCc1cc(=O)oc2c(C)c(OCC(=O)NCCN3CCOCC3)ccc12
65	0.98	4	9	1	0.95	-6	4	2	O=C(COc1ccc(C(=S)N2CCCC2)cc1)Nc1ccc(F)cc1
66	1.1	-5	-8	-3	1.1	3	-6	-15	Cc1cc(N2CCC(C(N)=O)CC2)nc(-c2ccccc2)n1
